LYPLA1 counter: LYPLA1 (human) inhibition in PME1 counter-screen. actives 0.16% (n = 320,000). recombinant LYPLA1, FP-Rh probe fluorescence polarization. inhibition, % at 5.9 µM;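 active = inhibition above the mean of all tested compounds plus 3 SD, set per campaign, cut at about 14% in these data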;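 note: inhibitors block serine hydrolase probe labeling of LYPLA1 so polarization falls; 0% = enzyme with DMSO and 100% = wells lacking LYPLA1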
PREPL inh: inhibitors of human prolyl oligopeptidase-like enzyme PREPL | recombinant PREPL, fluorescence polarization activity-based probe | actives 0.68% (n = 320,000) | AID 2751 | Q4J6C6 | inhibition, % at 5.96 µM; in the data active = inhibition above about 43%;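 note: 0% = enzyme with DMSO and 100% = wells lacking enzyme; many of its hits are not listed in these tables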
PAD4 inh: inhibitors of human PAD4 | Q9UM07 | recombinant PAD4, RCA probe fluorescence polarization | inhibition, % at 6.36 µM | actives 0.41% (n = 330,000) | AID 485272;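 active = percent inhibition above a cutoff equal to the mean of all tested compounds plus 3 SD, cut at about 15% in these data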;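 note: 0% = PAD4 with RCA probe and DMSO and 100% = probe without PAD4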
LYPLA2 inh: counter-screen for PME1 inhibitors: inhibitors of human LYPLA2; recombinant LYPLA2, FP-Rh probe fluorescence polarization; inhibition, % at 5.9 µM; actives 0.38% (n = 320,000); AID 2177;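 active = inhibition above the screen-wide mean plus 3 SD, limit set per campaign, cut at about 26% in these data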;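 note: 0% = LYPLA2 with DMSO and 100% = wells lacking LYPLA2 enzyme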
Target sequence (O95372 whole entry, looked up): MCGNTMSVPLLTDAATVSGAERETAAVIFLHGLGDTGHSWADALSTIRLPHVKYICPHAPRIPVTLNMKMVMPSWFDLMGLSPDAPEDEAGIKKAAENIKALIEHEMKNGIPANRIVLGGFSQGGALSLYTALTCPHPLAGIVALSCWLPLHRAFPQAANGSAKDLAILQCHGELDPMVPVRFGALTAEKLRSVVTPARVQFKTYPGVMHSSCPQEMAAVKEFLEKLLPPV
pPAFAH inh: pPAFAH (human) enzyme inhibition. recombinant pPAFAH, FP-rhodamine probe fluorescence polarization. AID 463082. Q13093. actives 1.5% (n = 330,000). inhibition, % at 3.39 µM;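 active = inhibition above the mean inhibition across the screen plus 3 SD, cut at about 25% in these data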;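 note: inhibitors block binding of the rhodamine activity-based probe so polarization drops; 0% = enzyme with DMSO and 100% = wells lacking pPAFAH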
GSTO1 inh: GSTO1 inhibition, counter-screen for RBBP9 inhibitors. P78417. recombinant GSTO1, activity-based probe fluorescence polarization. inhibition, % at 5.96 µM. actives 1.1% (n = 300,000);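 active = inhibition above the campaign mean inhibition plus 3 SD, cut at about 35% in these data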;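 note: 0% = GSTO1-1 with DMSO and 100% = wells lacking GSTO1-1 enzyme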
Target sequence (P78417 whole entry, looked up): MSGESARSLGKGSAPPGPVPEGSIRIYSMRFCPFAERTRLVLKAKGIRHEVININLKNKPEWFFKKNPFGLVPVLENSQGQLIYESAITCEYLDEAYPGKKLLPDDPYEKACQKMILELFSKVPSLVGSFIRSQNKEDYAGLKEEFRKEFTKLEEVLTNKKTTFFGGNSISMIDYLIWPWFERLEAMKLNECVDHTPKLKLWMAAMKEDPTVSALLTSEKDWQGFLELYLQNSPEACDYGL
PAFAH1B3 FP inh: inhibitors of human PAFAH1B3. actives 0.28% (n = 340,000). AID 492972. Q15102. inhibition, % at 3.39 µM. recombinant PAFAH1B3, FP-rhodamine probe, fluorescence polarization;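 active = inhibition above the screen-wide average of all tested compounds plus 3 SD, cut at about 25% in these data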;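 note: 0% = enzyme with DMSO only and 100% = wells lacking PAFAH1B3 protein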
PAFAH1B2 inh: blocks human PAF acetylhydrolase 1b catalytic subunit 2; actives 1.2% (n = 340,000); inhibition, % at 3.39 µM; AID 492953; P68402; recombinant PAFAH1B2, FP-rhodamine activity probe, fluorescence polarization;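 active = inhibition above the mean of all tested compounds plus 3 SD, cut at about 24% in these data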;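 note: 0% = enzyme with DMSO and 100% = wells lacking PAFAH1B2; many of its hits are not listed in these tables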
Target sequence (P68402 whole entry, looked up): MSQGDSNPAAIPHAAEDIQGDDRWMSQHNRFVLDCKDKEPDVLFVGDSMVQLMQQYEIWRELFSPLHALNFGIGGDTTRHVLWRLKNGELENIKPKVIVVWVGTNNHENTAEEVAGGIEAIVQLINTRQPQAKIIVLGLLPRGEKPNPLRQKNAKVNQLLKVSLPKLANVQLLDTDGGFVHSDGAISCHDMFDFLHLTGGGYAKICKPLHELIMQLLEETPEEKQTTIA
PME-1 inh: blocks human protein phosphatase methylesterase 1; Q9Y570; recombinant PME-1, FP-Rh probe fluorescence polarization; inhibition, % at 5.9 µM; actives 0.53% (n = 320,000); AID 2130;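 active = inhibition above the campaign mean of all compounds plus 3 SD, cut at about 26% in these data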;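 note: competitive labeling of PME-1 active site by serine hydrolase directed probe; 0% = PME-1 with DMSO and 100% = wells lacking PME-1 enzyme; inhibitors block probe labeling so polarization falls and inhibition rises; many of its hits are not listed in these tables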
Target sequence (Q9Y570 whole entry, looked up): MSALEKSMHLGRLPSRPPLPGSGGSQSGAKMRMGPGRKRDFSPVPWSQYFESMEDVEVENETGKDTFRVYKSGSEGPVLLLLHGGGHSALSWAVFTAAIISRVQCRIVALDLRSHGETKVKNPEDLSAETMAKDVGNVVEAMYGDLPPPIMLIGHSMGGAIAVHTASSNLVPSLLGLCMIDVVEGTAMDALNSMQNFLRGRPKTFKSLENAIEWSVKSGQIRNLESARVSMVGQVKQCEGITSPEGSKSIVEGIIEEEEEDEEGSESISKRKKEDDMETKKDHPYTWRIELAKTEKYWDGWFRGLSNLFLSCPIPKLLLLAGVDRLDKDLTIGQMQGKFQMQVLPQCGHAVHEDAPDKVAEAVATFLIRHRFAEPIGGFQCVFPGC
Active calls of the source: *; . = not tested or not shown.

SMILES	LYPLA1 counter	PREPL inh	PAD4 inh	LYPLA2 inh	pPAFAH inh	GSTO1 inh	PAFAH1B3 FP inh	PAFAH1B2 inh	PME-1 inh
COc1cccc(C(=O)Nc2nnc(S(=O)(=O)N(C)Cc3ccccc3)s2)c1	-1	-5	-5	5	2	-104	-4	-2	-9
O=S(=O)(Nc1cccc(-c2cn3cccnc3n2)c1)c1ccc(F)cc1	0	-11	-2	-1	17	-6	6	7	3
CCC1=NN(C(=O)Cc2ccc([N+](=O)[O-])cc2)C(O)(c2ccc(Br)cc2)C1 (centres undefined)	-1	-30	5	6	8	10	6	0	-3
Cc1ccc(OCC(=O)Oc2c(C)cccc2C)cc1C	-1	8	-3	0	0	0	0	-3	-1
CCN(CC)Cc1oc(CO)cc(=O)c1O	-3	-13	4	-7	5	7	10	-8	-8
CC(C)(C)SCCNS(=O)(=O)c1ccc(Cl)cc1	0	-9	-2	-3	31*	-9	.	.	-7
O=C(N/N=C/c1ccco1)C1COc2ccccc2O1 (centres undefined)	-4	21	3	8	4	0	7	0	6
CC(OC(=O)Cc1coc2cc3c(cc12)CCC3)C(=O)NCc1ccc2c(c1)OCO2 (centres undefined)	0	-3	6	5	12	9	5	22	2
CCO[C@H]1OC(C(=O)N2CCN(Cc3ccc4c(c3)OCO4)CC2)=C[C@@H](c2ccc3c(c2)OCO3)[C@@H]1CCCO	-1	49*	-5	7	5	6	-2	2	5
O=C(COc1ccc(Cl)cc1)N(Cc1ccc(F)cc1)C1CCS(=O)(=O)C1 (centres undefined)	4	25	-6	1	0	1	7	6	3
CCc1ccccc1NC(=O)CCCN1C(=O)C2CC=CCC2C1=O (centres undefined)	0	11	-4	-2	5	-2	0	6	0
CCCCCCCCN1C(=O)N(C)C(N(O)C(=O)NC)C1(C)C (centres undefined)	-2	-1	3	-2	4	-8	-5	6	-1
COc1ccc(CCNS(=O)(=O)CCNC(=O)c2ccc3c(c2)OCO3)cc1	-1	4	-1	7	4	3	9	8	-3
CC(OC(=O)Cn1cnc2c1c(=O)n(C)c(=O)n2C)C(=O)N(C)c1ccccc1 (centres undefined)	2	2	-1	1	1	-10	9	5	2
COc1cccc(COC(=O)C2CCN(S(=O)(=O)c3ccc(C)cc3)CC2)c1OC	-1	-2	2	-1	11	-7	11	9	6
CCCCNc1nc(N)ncc1[N+](=O)[O-]	0	5	-1	7	5	4	-6	-3	-5
O=S(=O)(Nc1ccc(N2CCCCC2)cc1)c1ccc(F)cc1F	0	-1	-4	2	-6	10	.	.	-3
N#Cc1c(/N=C/c2ccccc2)oc(-c2ccccc2)c1-c1ccccc1	-2	-6	-2	-4	2	-4	9	9	-4
CCOc1ccc(CCNC(=O)c2cccc(S(=O)(=O)N3CCCC3)c2)cc1OCC	1	2	3	2	2	7	5	8	-1
COc1cc(NC(=O)CSc2nncn2C)c(C)cc1[N+](=O)[O-]	0	12	4	6	6	9	0	3	-6
COC(=O)C1CC(c2c(OC)cc(OC)cc2OC)=NO1 (centres undefined)	1	3	-2	1	0	9	5	3	-2
CCOc1ccc(-n2c(C)cc(C(=O)NS(=O)(=O)c3ccc(C)cc3)c2C)cc1	2	1	1	2	-6	6	7	-4	-4
O=C(O)CSc1ccc(NC(=O)Nc2ccccc2F)cc1	1	-1	6	3	5	5	9	-4	-2
COc1cccc(CN2CC(C(=O)N(C)Cc3ccnc4ccccc34)CCC2=O)c1 (centres undefined)	-2	0	-1	2	4	-4	5	-3	10
COc1cc2c(cc1NC(=O)COC(=O)C1CC(=O)N(Cc3ccco3)C1)oc1ccccc12 (centres undefined)	2	1	-1	-3	9	1	10	0	-3

Arranged by length of the SMILES (descending): 3 of the compounds above.
SMILES	LYPLA1 counter	PREPL inh	PAD4 inh	LYPLA2 inh	pPAFAH inh	GSTO1 inh	PAFAH1B3 FP inh	PAFAH1B2 inh	PME-1 inh
CCO[C@H]1OC(C(=O)N2CCN(Cc3ccc4c(c3)OCO4)CC2)=C[C@@H](c2ccc3c(c2)OCO3)[C@@H]1CCCO	-1	49*	-5	7	5	6	-2	2	5
O=S(=O)(Nc1cccc(-c2cn3cccnc3n2)c1)c1ccc(F)cc1	0	-11	-2	-1	17	-6	6	7	3
CCc1ccccc1NC(=O)CCCN1C(=O)C2CC=CCC2C1=O (centres undefined)	0	11	-4	-2	5	-2	0	6	0

(listing goes on)
SMILES	LYPLA1 counter	PREPL inh	PAD4 inh	LYPLA2 inh	pPAFAH inh	GSTO1 inh	PAFAH1B3 FP inh	PAFAH1B2 inh	PME-1 inh
CCOC(=O)c1oc2ccccc2c1NC(=O)c1ccc(Cl)s1	-6	-5	-3	-9	0	-5	0	7	-4
CCN1c2ccccc2-c2nc3ccccc3n2C1c1cccnc1 (centres undefined)	2	11	-3	-1	5	-5	7	4	-5
COc1ccc(-c2cc(-c3ccccc3)c(C#N)c(S(C)(=O)=O)n2)cc1	-3	1	1	-3	9	-13	-24	-9	-7
Cc1ccc(CNC(=O)CCSCc2cccc(F)c2)cc1	-1	-21	0	2	17	6	8	25*	3
Cc1ccc(Cl)cc1N1CCN(S(=O)(=O)c2cn(C)cn2)CC1	2	17	-6	-1	3	-6	4	0	-5
O=C(OCC(=O)N1CCN(C(=O)c2ccco2)CC1)c1ccc(Cl)c(Cl)c1	-3	26	6	4	7	.	5	3	8
Cc1cc2nc(-c3cccnc3SCC(=O)NC3CC3)[nH]c2cc1C	0	-4	0	0	-4	11	.	.	-2
Cc1ccc(OCCOC(=O)CN2C(=O)NC3(CCCC3)C2=O)cc1	3	10	-10	3	-1	0	3	-2	6
CCCCc1c(O)cc(C)[nH]c1=O	4	24	5	9	-3	-5	13	6	2
COc1cc(C2Nc3ccccc3C(=O)N2c2ccccc2)c(Br)cc1OCC(=O)O (centres undefined)	1	4	1	6	-4	-4	-1	0	-7
CCOC(=O)N1CCN(C(=O)CNC(=O)Cc2ccc(Cl)cc2)CC1	1	2	3	2	6	1	-1	0	4
COC(=O)CNC(c1ccccc1)c1cc(Br)ccc1NS(=O)(=O)c1ccc(C)cc1 (centres undefined)	-1	5	-1	8	-3	2	4	1	8
C[C@@H]1C(=O)N(c2ccccc2)[C@@H]1c1ccncc1	.	.	1	.	4	.	7	2	.
COCCN(C(=S)Nc1ccccc1C)C(C)c1ccco1 (centres undefined)	4	18	-2	7	4	1	8	2	-2
COc1ccc(/C(C)=N/NC(=O)CNC(=O)c2cccnc2)c(OC)c1	3	-7	-3	2	6	0	1	4	2
Oc1ccccc1/C=N/Nc1nn[nH]n1	3	3	1	4	2	25	5	3	3
CCc1noc(C)c1C(=O)OCC(=O)c1ccc(OC)c(OC)c1	2	7	-1	9	-4	.	-4	3	6
O=C(CCc1ccccc1)NNC(=O)CCc1ccccc1	-3	-1	-3	-2	3	0	10	12	-2
C[C@H](CO)N1C[C@H](C)[C@@H](CN(C)Cc2ccncc2)Oc2c(NC(=O)C3CCCCC3)cccc2C1=O	.	15	-4	.	4	.	-3	8	.
CCCc1cc(C(=O)Nc2cccnc2)no1	-1	9	-1	-5	-5	6	0	5	-1
COc1ccc(/C=N/NC(=O)c2ccc(CSc3nc(C)cc(C)n3)cc2)cc1O	-2	15	-4	7	16	4	3	1	7
CCc1[nH]c(=O)c(C#N)c2c1CCCC2	2	30	0	1	4	-4	5	1	-1
CC1=C(C)CC(C(=O)Nc2nccs2)C(C(=O)O)C1 (centres undefined)	-4	-1	-3	-4	0	4	7	-1	2
CCOC(=O)CCCNS(=O)(=O)c1c(C)ccc2nsnc12	-1	6	-5	3	6	2	13	4	-4
COCC(=O)N1CCC(Oc2ccc(C(=O)NCc3cc(C(C)C)no3)cc2)CC1	-4	5	-5	-6	-11	2	11	2	-9

New compounds follow
SMILES	LYPLA1 counter	PREPL inh	PAD4 inh	LYPLA2 inh	pPAFAH inh	GSTO1 inh	PAFAH1B3 FP inh	PAFAH1B2 inh	PME-1 inh
Cc1ccc(OC(=O)c2oc3ccc(F)cc3c2C)c(C)c1	-1	12	-6	4	1	-3	5	2	-4
CN(C)S(=O)(=O)c1ccc(N2CCCC2)c(C(=O)NNC(=O)COc2cccc(F)c2)c1	3	6	2	5	4	.	6	2	4
Cc1ccc(C)c(Cn2c3ccccc3c3cnn(CC(=O)NCCN4CCOCC4)c(=O)c32)c1	1	-21	2	4	4	8	6	2	-6
CS(=O)(=O)N1CCC(C(=O)Nc2cc(Cl)ccc2Cl)CC1	4	-6	0	0	6	4	5	1	3
O=[N+]([O-])/C(C(Cl)=C(Cl)Cl)=C(\Nc1ccc(F)cc1)n1cncn1	-5	-5	0	-4	-1	18	.	.	4
O=C(O)c1ccccc1-c1ccccc1C(=O)Nc1ccc(F)cc1	3	8	1	-5	-1	0	4	8	0
O=C(Nc1cccc(Cl)c1)c1cc(N=Nc2ccc([N+](=O)[O-])cc2Cl)ccc1O	-11	7	4	-12	22	-8	23	18	22
Cc1cc(C)n(-c2nc(Nc3ccccc3C)nc(-n3nc(C)cc3C)n2)n1	-3	17	-4	-1	-3	-6	.	.	5
Cc1nc2ccccn2c1/C(O)=C1\C(=O)C(=O)N(CCCn2ccnc2)C1c1ccncc1 (centres undefined)	4	12	0	-2	0	3	3	-4	-7
FC(F)(F)c1cccc(Cc2noc(CN3CCCC(OCc4ccccn4)C3)n2)c1 (centres undefined)	-1	25	-5	-3	7	12	2	0	-3
CC1(C)C([N+](=O)[O-])C(c2ccc(F)cc2)NC(c2ccc(F)cc2)C1[N+](=O)[O-] (centres undefined)	-3	-7	2	-11	-2	6	17	-1	6
CC(C)(C)n1ncc2c(=O)n(CC(=O)Nc3ccc4c(c3)OCO4)cnc21	-1	16	1	-4	4	2	10	-4	6
O=C(N/N=C\c1cccnc1)c1cc(-c2ccc(Cl)s2)[nH]n1	-13	-2	-1	-28	-4	-14	-8	-8	-36
COC(=O)c1cc(-c2cccs2)[nH]n1	1	4	-2	0	-7	-5	5	1	-4
COc1ccc(C)cc1N(CC(=O)NC(C)c1ccccc1)S(C)(=O)=O (centres undefined)	0	4	0	10	7	0	10	5	-4
C=CC[C@H](CC(=O)N(CCO)Cc1ccccc1)C(=O)N[C@H](COC(=O)[C@@H](CC=C)Cc1ccc(F)cc1)Cc1c[nH]c2ccccc12	.	34	-2	.	10	.	11	11	.
O=C(CCN1C(=O)S/C(=C\c2ccc(F)cc2)C1=O)Nc1ccc(O)cc1C(=O)O	3	41	1	3	3	8	0	7	2
COC(=O)[C@]12C(=O)NC[C@H](CN1c1ccc(Cl)c(C)c1)N2C	.	4	-2	.	3	.	2	-2	.
CC(=O)c1cccc2c(O)c(C3=Nc4ccccc4C3=O)[nH]c12	5	16	-9	5	-3	34	13	9	1
CC(C)NC(=O)CSc1nnc(-c2ccc3ncccc3c2)n1C	2	-6	-5	2	4	2	0	-3	-3
O=C(c1cc2ccccc2o1)N(C1CC1)C1(C(=O)Nc2ccccc2)CCCC1	3	-54	-8	2	8	4	16	10	2
Cn1c(=O)[nH]c(=O)c2cc(C(=O)c3cc(F)ccc3O)cnc21	-2	4	-4	6	-3	5	-1	-2	-3
O=C(CN1C(=O)C2CC=CCC2C1=O)Nc1nc2ccccc2s1 (centres undefined)	-2	3	4	-2	0	4	7	0	-7
Cc1ccc(-c2nn(-c3ccccc3)cc2C(=O)NC2CCC(O)CC2)cc1 (centres undefined)	-3	-2	0	0	0	.	1	13	0
O=C(N/N=C/c1ccc([N+](=O)[O-])cc1)c1cc(-c2ccc3c(c2)OCO3)n[nH]1	-5	5	2	-11	-12	2	4	5	3

Screening results: PubChem, The Scripps Research Institute Molecular Screening Center

A portion of the library, so the mix of outcomes need not match the whole.
